TexasRed fluor: Texas Red fluorescence interference in TRb-SRC2 counter-screen | TRb/SRC2 Texas Red total fluorescence interference | Potency, µM (highest dose often 106 µM), without a hit: top-dose fluorescence change, negative = quenching | 280,000 compounds, 0.29% hits; active = well fitted curve in either direction with a large enough effect; inconclusive = small, poorly fitted or top-dose-only effect
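Human TRβ ligand-binding domain (0.6 uM) and Texas Red SRC2 peptide (20 nM) in Tris buffer with 1 uM T3 and 5% DMSO were incubated with pinned compound for 5 hr at ambient temperature. Total fluorescence was computed as S + 2P (555/632 nm).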
GAA inhib: alpha-glucosidase (human) inhibition; purified human GAA, 4-MU-alpha-glucoside fluorescence; Potency, µM (series often up to 76.9 µM), for the others: at the top dose activity change, negative = inhibition, usual class: inhibitors; AID 1466; 200,000 compounds, 0.005% hits;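 note: plate controls were uninhibited enzyme wells for no effect and no-enzyme background for full effect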
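Human alpha-glucosidase, 4 nM, pre-mixed with test compounds before 400 uM 4-methylumbelliferyl substrate; 20 min room temperature at pH 5.0. Fluorescence read after pH 10 stop; AC50 values from Hill-equation fits.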
aGlu spleen mod: inhibits or activates alpha-glucosidase in human spleen homogenate; P10253; human spleen homogenate, 4-MU-alpha-glucoside fluorescence; Potency, µM (top dose mostly 79.9 µM), inactives show at the highest dose activity change, negative = inhibition, usual class: inhibitors; 240,000 compounds, 0.006% hits; AID 2112;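 note: 0% = enzyme with vehicle and -100% = no enzyme basal signal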
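Human spleen homogenate (1 ug) incubated with compounds and 1 mM 4-methylumbelliferyl-alpha-D-glucopyranoside in pH 5.0 citrate/phosphate buffer, 37 C, 40 min. Stopped at pH 10; 4-MU fluorescence (Ex 365/Em 440 nm); AC50 by Hill fit.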
RECQ1 helicase: inhibitors of human RECQ1 DNA helicase; RECQ1 DNA unwinding, red fluorescence kinetic read; Potency, µM (series often up to 57.3 µM), for the others: top-dose activity, negative = inhibition, most hits filed as inhibitors; 240,000 compounds, 0.54% hits;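 note: plate controls were vehicle for no effect and no enzyme for full effect; nearly all actives have a fitted effect of over 30% in size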
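50 nM RECQ1T1 preincubated 15 min with compound in Tris pH 8.0 buffer with MgCl2, DTT, Tween-20 and 2.5 ug/ml poly(dI-dC); started with 200 nM TAMRA/BHQ-2 forked duplex and 2 mM ATP. Unwinding read as fluorescence (525/598 nm), two reads 2 h apart.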
GAA glycogen: inhibitors or activators of human alpha-glucosidase glycogen cleavage | recombinant GAA, glycogen substrate, Amplex Red glucose oxidase fluorescence | Potency, µM (titrated, usually from 76.4 µM), for the others: top-dose activity change, negative = inhibition, usual class: inhibitors | 300,000 compounds, 0.38% hits | AID 2100;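 note: 0% = full enzyme reaction and -100% = no-enzyme basal signal; the screen sought inhibitors and activators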
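Natural-substrate format: glycogen cleavage by 4 nM human enzyme, glucose read by Amplex Red coupling (Ex 573, Em 610 nm). Normalized to enzyme and no-enzyme controls.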
L3MBTL1 block: inhibitors of human L3MBTL1. Q9Y468. AlphaScreen L3MBTL1–H3K9me1 peptide binding. Potency, µM (series often up to 57.1 µM), without a hit: top-dose activity, negative = inhibition, actives largely listed as inhibitors. 230,000 compounds, 0.66% hits; note: nearly all actives have a fitted effect of over 60% in size
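Read-out is AlphaScreen signal from streptavidin donor and nickel chelate acceptor beads (10 ug/mL final each) bridging L3MBTL1 (50 nM) and biotinylated K9-monomethylated H3(1-15) peptide (75 nM), after 30 min compound exposure at room temperature.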
TRb-SRC2 inh: disrupts binding of human TR beta to SRC2; Potency, µM (titrated, usually from 106 µM), for inactives: at the highest dose activity change, negative = inhibition, most hits filed as inhibitors; 280,000 compounds, 0.065% hits; P10828; TRbeta-SRC2 peptide binding, fluorescence polarization; receptor liganded with 1 µM T3;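 note: plate controls were bound peptide for no effect and peptide without receptor for full effect; nearly all actives have a fitted effect of over 50% in size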
Target sequence (P10828 whole entry, looked up): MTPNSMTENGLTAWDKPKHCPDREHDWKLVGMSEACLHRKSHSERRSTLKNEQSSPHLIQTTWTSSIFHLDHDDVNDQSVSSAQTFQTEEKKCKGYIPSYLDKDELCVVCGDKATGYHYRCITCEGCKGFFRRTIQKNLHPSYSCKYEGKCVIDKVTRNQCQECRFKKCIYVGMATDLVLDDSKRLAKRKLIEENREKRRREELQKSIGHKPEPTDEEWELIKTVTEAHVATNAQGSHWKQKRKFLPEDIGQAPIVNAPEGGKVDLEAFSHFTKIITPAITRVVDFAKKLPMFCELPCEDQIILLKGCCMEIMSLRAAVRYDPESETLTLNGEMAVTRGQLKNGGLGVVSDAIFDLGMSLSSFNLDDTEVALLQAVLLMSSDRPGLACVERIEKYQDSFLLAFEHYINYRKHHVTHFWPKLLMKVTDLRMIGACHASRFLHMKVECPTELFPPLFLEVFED
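Decrease in fluorescence polarization of 20 nM Texas Red SRC2 coactivator peptide flagged inhibition of its binding to 0.6 uM TRb LBD; 1 uM T3 included, incubation 5 hr, ex 555/em 632 nm.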
RGS12 GoLoco inh: inhibitors of human Gai1-RGS12 GoLoco interaction (red fluorophore). Gai1:RGS12 GoLoco peptide FP, rhodamine, 10 min. Potency, µM (series often up to 61.6 µM), without a hit: top-dose activity, negative = inhibition, usual class: inhibitors. 230,000 compounds, 0.44% hits. AID 880; active = well fitted inhibition curve with a large enough effect, not every such curve was filed as active; inactive = no such curve, though single readings can be large or run the other way; note: nearly all actives have a fitted effect of over 30% in size; many of its hits are not listed in these tables
Target sequence (P63096 whole entry, looked up): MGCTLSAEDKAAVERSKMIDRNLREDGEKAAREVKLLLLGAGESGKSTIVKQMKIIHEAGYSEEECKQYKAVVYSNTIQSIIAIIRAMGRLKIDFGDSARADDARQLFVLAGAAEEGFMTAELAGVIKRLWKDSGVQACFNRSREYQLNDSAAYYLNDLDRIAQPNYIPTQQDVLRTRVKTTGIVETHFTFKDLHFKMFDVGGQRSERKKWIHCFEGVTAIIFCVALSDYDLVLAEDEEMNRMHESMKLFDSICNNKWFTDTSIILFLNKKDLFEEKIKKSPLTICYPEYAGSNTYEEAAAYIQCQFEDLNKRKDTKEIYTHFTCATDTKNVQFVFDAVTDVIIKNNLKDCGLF
* = called active by the depositor; i = inactive; ? = inconclusive; / = not tested or not shown; & = joins results of further samples; [ ] = dose if it differs, or a comment. Unless noted, calls come from the whole dose curve; as a rule, active = well fitted curve in the direction sought with a large enough effect; inconclusive = small, poorly fitted or top-dose-only effect, or another doubt; inactive = no such curve, though single readings can be large; an effect the other way counts as inactive or inconclusive. Unless noted, % is set by controls: 0 for no effect and ±100 for the full control effect; potency is the fitted concentration of half-maximal effect. Some of the compounds tested; the hit share may differ from the screen's.

1: O=C(CN1CCN(Cc2ccccc2Cl)C1=O)N1CCCCCC1
2: CCc1nn2c(N3CCOCC3)cc(C)nc2c1-c1ccc(F)cc1
3: O=C(Nc1ccc2c(c1)OCCO2)c1ccncc1
4: COCCNC(=O)C(OC(=O)C1=Cc2ccccc2OC1)C(C)C (centres undefined)
5: Cc1c(Cl)cccc1N(Cc1ccc(C(=O)O)cc1)S(=O)(=O)c1ccccc1
6: O=C1c2ccccc2C(=O)N1CC1c2ccccc2CCN1S(=O)(=O)c1cnc[nH]1 (centres undefined)
7: COc1ccc(CCN2C(=O)CC(Sc3ncccc3C(=O)O)C2=O)cc1OC (centres undefined)
8: CC1(C)CC(NC(=O)C23CCC(C)(C(=O)C2=O)C3(C)C)CC(C)(C)N1 (centres undefined)
9: CCN(CC)c1ccc(C(=O)c2ccccc2C(=O)O)c(O)c1
10: CN(NS(C)(=O)=O)c1c(C#N)c(C(F)(F)F)nn1C
compound no.	1	2	3	4	5	6	7	8	9	10
GAA glycogen	3%	-2%	-4%	12%	-5%	0%	3%	2%	2%	-4%
TexasRed fluor	0%	-3%	-5%	?	-3%	-2%	-4%	0%	-5%	-4%
GAA inhib	8%	?	-3%	?	4%	-12%	2%	-5%[15.4 µM]	3%	-2%
aGlu spleen mod	0%	-5%	-2%	7%	3%	-9%	-3%	-4%	1%	9%
RECQ1 helicase	-4%	1%	-5%	7%	0%	-3%	i	-2%	-8%	-2%
L3MBTL1 block	/	4%	/	-5%	3%[11.4 µM]	/	8%	/	?	29%
TRb-SRC2 inh	10%	2%	0%	-6%	-3%	-1%	-9%	2%	-4%	-3%
RGS12 GoLoco inh	-3%	-3%	2%	10%	1%	-5%	-5%	8%	-29%	3%

11: CCCn1c(SCC(=O)NC2CCCCC2C)n[nH]c1=O (centres undefined)
12: Cc1ccc(-n2nc(C)c(NS(=O)(=O)c3ccccc3)c2C)cc1C
13: CC1Cc2nc(SCC(=O)Nc3ccc4c(c3)OCO4)n(-c3ccc(F)cc3)c(=O)c2S1 (centres undefined)
14: COc1cccc2cc(C(=O)c3ccc([N+](=O)[O-])cc3)oc12
15: CCCCN=C(C)c1c(O)c2ccccc2oc1=O
16: CCN1CCN(C(=O)c2ccccc2N(Cc2ccccc2)S(=O)(=O)c2ccc(C)cc2)CC1
17: Cc1ccc(NC(=O)CCSCCC(=O)Nc2ccc(C)c(C)c2)cc1C
18: O=[N+]([O-])c1ccc(C(O)CNC(=S)Nc2ccccc2)cc1 (centres undefined)
19: CN(C)CC(O)COC(c1ccccc1)c1ccccc1 (centres undefined)
20: Cc1sc2nc(C)n(/N=C/c3ccccc3O)c(=O)c2c1C
compound no.	11	12	13	14	15	16	17	18	19	20
GAA glycogen	1%	6%	-5%	9%	-1%	-6%	5%	-5%	7%	-1%
TexasRed fluor	1%	-5%	0%	-2%	4%	1%	-1%	-1%	0%	2%
GAA inhib	0%	-4%	/	4%	-5%	-13%	?	4%	5%	-5%
aGlu spleen mod	3%	-7%	0%	2%	-1%	-3%	-2%	-15%	4%	-10%
RECQ1 helicase	i	i	i	7%	-2%	i	-6%	0%	i	-4%
L3MBTL1 block	/	/	/	?	-1%	/	-13%	-1%	2%	/
TRb-SRC2 inh	-12%	0%	11%	6%	6%	-11%	-2%	-4%	3%	4%
RGS12 GoLoco inh	5%	2%	5%	2%	-3%	0%	34%[activator]	4%	9%	1%

Excerpt: nos. 19 to 20
19: CN(C)CC(O)COC(c1ccccc1)c1ccccc1 (centres undefined)
20: Cc1sc2nc(C)n(/N=C/c3ccccc3O)c(=O)c2c1C
compound no.	19	20
GAA glycogen	7%	-1%
TexasRed fluor	0%	2%
GAA inhib	5%	-5%
aGlu spleen mod	4%	-10%
RECQ1 helicase	i	-4%
L3MBTL1 block	2%	/
TRb-SRC2 inh	3%	4%
RGS12 GoLoco inh	9%	1%

Later entries:
21: COc1ccc(N2CC(=O)N(c3ccccc3)C2=S)cc1
22: CC(=O)Nc1sc(NC(=O)c2ccccc2)nc1-c1cccs1
23: O=C(CCNc1cc(Cl)cc(Cl)c1)c1cccs1
24: CCCCC(=O)NC1(C(F)(F)F)NC(=O)N(C)C1=O (centres undefined)
25: CCCCCCCC(=O)Nc1ccc(S(=O)(=O)Nc2nccs2)cc1
26: O=C(Nc1ccccc1)c1ccc(-c2ccc(F)cc2)s1
27: c1ccc(Cc2nnc(-c3ccccc3)o2)cc1
28: CC(C)Oc1ccc(Cc2c(O)nc(NCCCN(C)C)[nH]c2=O)cc1
29: Cc1cccc(C(=O)N2CCN(c3ccc(C(F)(F)F)cn3)CC2)c1C
30: CN(Cc1ccccc1)C(=O)N1CCOCC1
compound no.	21	22	23	24	25	26	27	28	29	30
GAA glycogen	-1%	?	0%	1%	10%	19%	12%	-5%	-11%	4%
TexasRed fluor	2%	-4%	0%[53 µM]	-1%	1%	-3%	0%	2%	-3%	-2%
GAA inhib	7%	8%	2%	/	-3%	-11%	-1%	1%	0%	-3%[15.4 µM]
aGlu spleen mod	-4%	1%	-18%	1%	-2%	0%	-5%	0%	-1%	1%
RECQ1 helicase	-1%	i	i	-13%	-10%	i	-7%	i	i	-5%
L3MBTL1 block	18%	-3%	29%	/	-3%	13%	6%	-3%	/	5%
TRb-SRC2 inh	7%	-2%	-20%[53 µM]	0%	-2%	1%	-23%	-9%	-1%	-6%
RGS12 GoLoco inh	4%	-2%	1%	10%	-6%	16%	11%	2%	0%	1%

Along the list, from the results shown.
Entries 20 to 23 in aGlu spleen mod, in turn: -10%, -4%, 1%, -18%
Entries 20 to 23 in TexasRed fluor, in turn: 2%, 2%, -4%, 0%[53 µM]
Entries 20 to 23 in L3MBTL1 block, in turn: /, 18%, -3%, 29%

The listing continues:
31: COc1cc(/C=N/NC(=O)c2cccc([N+](=O)[O-])c2)ccc1OC(=O)c1ccco1
32: CCOC(=O)c1ccc(NC(=O)CCc2nc(-c3ccccc3Cl)no2)cc1
33: Cn1c(SCC(=O)NCc2cccs2)nnc1-c1ccc(O)cc1
34: O=C(NC1CCN(Cc2ccccc2)CC1)c1ccc2c(c1)[nH]c(=O)n2Cc1ccc(F)cc1
35: CCOC(=O)Nc1csnn1
36: CC(=O)N[C@H]1C[C@@H]1c1ccccc1
37: O=C(NNC(=O)C1CCN(c2ncccn2)CC1)c1ccncc1
38: Cc1ccc(CSc2nnc(-c3ccc(NS(=O)(=O)c4ccccc4)cc3)o2)cc1
39: CCCc1cc(=O)n2c([nH]c3ccccc32)c1C#N
40: Cc1nn(-c2ccccc2)c(C)c1CCC(=O)O
compound no.	31	32	33	34	35	36	37	38	39	40
GAA glycogen	-2%	-2%	1%	-7%	-3%	7%	-8%	1%	2%	2%
TexasRed fluor	-3%	-2%	-2%	1%	-2%	-6%	3%	-24%	9%	0%
GAA inhib	-11%	0%	-1%	?	/	4%	-13%	?	?	-24%
aGlu spleen mod	-1%	-1%	9%	2%	-1%	-5%	-1%	4%	7%	4%
RECQ1 helicase	-3%	-6%	i	-6%	i	0%	7%	?	i	0%
L3MBTL1 block	/	-2%	-2%	6%	/	-1%	16%	1%	/	-1%
TRb-SRC2 inh	1%	7%	8%	0%	2%	1%	0%	7%	3%	-7%
RGS12 GoLoco inh	-3%	-1%	0%	4%	2%	2%	17%	-2%	18%	0%

41: COC(=O)CN(c1cc(Cl)ccc1OC)S(=O)(=O)c1ccc(C)cc1
42: O=C(COc1cccc2cccnc12)N/N=C/c1cccn1-c1ccc(F)cc1
43: COc1ccc(-c2nc(C#N)c(N3CCOCC3)o2)cc1OC
44: O=C(O)C1OC2OC3(CCCCC3)OC2C2OC3(CCCCC3)OC12 (centres undefined)
45: Cc1ccc(N2CCN(c3ccc(C)cc3)C(CC(=O)O)C2=O)cc1 (centres undefined)
46: CCN(CC)S(=O)(=O)c1ccc(S(=O)(=O)N2CCCC2C(=O)O)cc1 (centres undefined)
47: Fc1cc(F)c2nc(N3CCOCC3)sc2c1
48: CCC(=O)Nc1sc(C(=O)OC)c(C)c1C(=O)OC
49: COC(CNC(=O)c1cc(Sc2nnc(C)s2)nc2ccccc12)OC
50: CCC1=C(OC(=O)N(CC)CC)N2C(=O)OC(=NCC(=O)OC)[C@]2(C)[C@H]2C1=CC[C@H]1C(=O)N(CC(=O)OC)C(=O)[C@H]12
51: CCOc1ccc(C(=O)NCC(=O)OCC(=O)N2CCC(C)CC2)cc1
52: Cc1ccc(S(=O)(=O)N2CCN(C(=O)c3ccccc3)C2)cc1[N+](=O)[O-]
compound no.	41	42	43	44	45	46	47	48	49	50	51	52
GAA glycogen	-1%	-2%	-21%	13%	-17%	-1%	0%	1%	5%	3%	2%	-1%
TexasRed fluor	-1%	-4%	-4%	-5%	-3%	-1%	-6%	-1%	-4%	-2%&-1%	-3%	1%
GAA inhib	/	/	10%	1%	0%	-4%	-5%	-1%	-1%	/	0%	-1%
aGlu spleen mod	-1%	-16%	14%	-4%	5%	-3%	8%	0%	0%	-4%&3%	3%	2%
RECQ1 helicase	-6%	-2%	i	-1%	-1%	-9%	-9%	i	-1%	i	i	11%
L3MBTL1 block	/	-22%	/	12%	-5%	/	9%	7%	-3%	/	/	/
TRb-SRC2 inh	-5%	-7%	-2%	5%	0%	-5%	10%	-1%	-1%	-4%&-9%	8%	-2%
RGS12 GoLoco inh	10%	5%	5%	-9%	9%	10%	-2%	4%	15%	-2%&8%	4%	7%

Full records, quoted from the list.
`CCC1=C(OC(=O)N(CC)CC)N2C(=O)OC(=NCC(=O)OC)[C@]2(C)[C@H]2C1=CC[C@H]1C(=O)N(CC(=O)OC)C(=O)[C@H]12` is listed with GAA glycogen = 3%; TexasRed fluor = -2%&-1%; GAA inhib = /; aGlu spleen mod = -4%&3%; RECQ1 helicase = i; L3MBTL1 block = /; TRb-SRC2 inh = -4%&-9%; RGS12 GoLoco inh = -2%&8%
`COc1ccc(-c2nc(C#N)c(N3CCOCC3)o2)cc1OC` is listed with GAA glycogen = -21%; TexasRed fluor = -4%; GAA inhib = 10%; aGlu spleen mod = 14%; RECQ1 helicase = i; L3MBTL1 block = /; TRb-SRC2 inh = -2%; RGS12 GoLoco inh = 5%

Screening results from PubChem BioAssay.
